Source: PubChem BioAssay (several laboratories)
NALP1 yeast inh = NALP1 inflammasome inhibitors in reconstituted yeast, colorimetric, S. cerevisiae, triplicate retest. S. cerevisiae NALP1/ASC/caspase-1 growth, X-gal OD620, 72 h. inhibition, % at 10 µM. 0.61% of 280,000 active; in the data active = inhibition mostly above about 24%, no sharp cut-off; inactive = mostly below about 32%; also: some compounds called inactive have numbers as strong as hits
MEKK2 mut-MEK5 = MEK5 binding signal on mutant MEKK2 PB1, primary screen, biochemical, multiplex bead flow cytometry, Alexa488-MEK5; AID 1530, 2009; percent response, % at 10 µM; 0.35% of 290,000 active; Alexa488-MEK5 binding to MEKK2 mutant; in the data active = percent response above about 24%, passing the limit was not always enough; also: inactives centre near 1; some results filed as inactive read as strong as hits
GalR3 antag = GalR3 antagonists in HEK293 cells, primary screen, cell-based, fluorescence readout. Galanin receptor type 3 (Homo sapiens), O60755. HEK293 GalR3-CNG cAMP membrane potential fluorescence; galR3 body fused to GalR1 C-terminus. inhibition, % at 3 µM. 0.44% of 360,000 active;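 active = inhibition above the screen-wide average plus 3 SD, cut at about 13% in these data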;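 also: forskolin and galanin both at EC90 stimulate the cells; cAMP rise reported by CNG channel membrane potential dye signal; 0% = forskolin plus galanin with DMSO and 100% = forskolin alone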
Target sequence (O60755 1-299 limits assumed): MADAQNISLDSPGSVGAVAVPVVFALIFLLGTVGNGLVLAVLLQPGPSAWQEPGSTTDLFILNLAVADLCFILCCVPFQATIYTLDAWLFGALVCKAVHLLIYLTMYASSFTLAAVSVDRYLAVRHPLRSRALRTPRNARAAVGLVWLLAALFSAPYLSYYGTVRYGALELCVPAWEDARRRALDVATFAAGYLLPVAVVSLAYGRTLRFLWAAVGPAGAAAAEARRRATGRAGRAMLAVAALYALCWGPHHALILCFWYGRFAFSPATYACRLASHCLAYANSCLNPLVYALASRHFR
MEKK2 WT-MEK5 = modulators of MEK5 binding to wildtype MEKK2, primary screen, biochemical, multiplex bead flow cytometry, Alexa488-MEK5; 1.1% of 290,000 active; binding response (% of control), % at 10 µM; Alexa488-MEK5 binding to MEKK2 WT; actives lie on both sides; in the data active = binding response below about 67% or above about 130%
V1aR counter = agonists of human V1a receptor, primary screen, counter-screen for OXTR agonist project, fluorescence, CHO-V1R cells; activation, % at 3 µM; Fluo-8 calcium fluorescence, agonist mode; 0% DMSO, 100% 3 nM vasopressin; 0.25% of 320,000 active; AID 2797, 2010;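 active = activation above the mean activation of all tested compounds plus 3 SD, per screening run, cut at about 20% in these data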;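 also: signal is peak over basal fluorescence ratio across a 100 second FLIPR read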
M18AAP inhibitor = PfM18AAP inhibitors, malaria aminopeptidase, primary screen, biochemical, QFRET, recombinant enzyme | inhibition, % at 7.35 µM | H-Glu-NHMec fluorogenic cleavage | M18 aspartyl aminopeptidase (Plasmodium falciparum 3D7) | AID 1822, 2009 | 1.2% of 290,000 active;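 active = inhibition above the campaign mean inhibition over all tested compounds plus 3 SD, cut at about 28% in these data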;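 also: 0% = plate median of test compound wells and 100% = 2 mM ZnCl2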
OXTR potentiator = human OXTR potentiators, primary screen, fluorescence, CHO-OTR cells, Fluo-8 calcium. activation, % at 3 µM. Oxytocin receptor (Homo sapiens), P30559. 0.061% of 320,000 active. AID 2445, 2010. Fluo-8 calcium fluorescence, potentiator mode; 0% = oxytocin EC15, 100% = EC100;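 active = activation above that plate's cutoff, the mean activation of tested compounds plus 3 SD, cut at about 6.6% in these data, passing the limit was not always enough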;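 also: 100% uses oxytocin at 75 nM as the full agonist control; some results filed as inactive read as strong as hits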
Target sequence (P30559 whole entry, looked up): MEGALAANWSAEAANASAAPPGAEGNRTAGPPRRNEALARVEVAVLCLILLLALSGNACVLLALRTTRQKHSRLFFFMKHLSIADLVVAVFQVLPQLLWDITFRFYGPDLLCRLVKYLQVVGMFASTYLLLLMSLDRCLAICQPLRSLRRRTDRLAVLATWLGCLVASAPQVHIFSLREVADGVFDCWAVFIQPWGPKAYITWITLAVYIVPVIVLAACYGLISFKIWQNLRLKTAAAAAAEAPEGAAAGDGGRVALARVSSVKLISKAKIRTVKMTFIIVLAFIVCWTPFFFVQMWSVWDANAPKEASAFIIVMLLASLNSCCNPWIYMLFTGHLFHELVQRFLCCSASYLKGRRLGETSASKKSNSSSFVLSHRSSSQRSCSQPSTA
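Dosing: Single dose, 3.0 µM nominal final compound concentration | Material: Human OTR in CHO cells | Technique: Kinetic Fluo-8 calcium fluorescence | Benchmarks: EC15 oxytocin alone as 0%, 75 nM oxytocin as 100% | Probe or stimulus: Oxytocin at about EC15, sub-maximal agonist stimulus | Incubation: Compound 6 min at room temperature before oxytocin, 100 s read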
OXTR ag = human OXTR agonists, primary screen, fluorescence, CHO-OTR cells, Fluo-8 calcium. Oxytocin receptor (Homo sapiens), P30559. Fluo-8 calcium fluorescence; normalized: DMSO 0%, oxytocin 100%. activation, % at 3 µM. 0.32% of 320,000 active. AID 2435, 2010;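 active = activation above the mean of all tested compounds plus 3 SD, cutoff set per screening run, cut at about 20% in these data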;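 also: peak over basal fluorescence ratio from a 100 s FLIPR kinetic read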
GPR7 antagonist = GPR7 receptor antagonists, primary screen, cell-based, fluorescence, single concentration; Neuropeptides B/W receptor type 1 (Homo sapiens), P48145; GPR7-expressing cells, fluorescence antagonist assay; inhibition, % at 4.4 µM; 1.1% of 290,000 active; in the data active = inhibition above about 16%, passing the limit was not always enough;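 also: cells stimulated with the agonist NPW; 0% = agonist with vehicle and 100% = vehicle without agonist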
Target sequence (P48145 whole entry, looked up): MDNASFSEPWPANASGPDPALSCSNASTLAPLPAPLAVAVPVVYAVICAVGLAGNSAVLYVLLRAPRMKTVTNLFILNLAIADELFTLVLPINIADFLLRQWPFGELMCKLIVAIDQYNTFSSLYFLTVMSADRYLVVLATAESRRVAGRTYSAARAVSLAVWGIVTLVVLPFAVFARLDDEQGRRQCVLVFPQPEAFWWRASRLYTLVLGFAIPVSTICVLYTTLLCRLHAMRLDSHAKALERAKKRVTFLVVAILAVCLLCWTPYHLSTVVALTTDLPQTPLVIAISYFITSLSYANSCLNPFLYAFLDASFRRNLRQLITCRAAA
An asterisk follows results filed as active; · = no result given.

SMILES	NALP1 yeast inh	MEKK2 mut-MEK5	GalR3 antag	MEKK2 WT-MEK5	V1aR counter	M18AAP inhibitor	OXTR potentiator	OXTR ag	GPR7 antagonist
COc1ccc(OC)c(NC(=O)C(=O)NCc2ccncc2)c1	16	4	-3	107	-0.3	1	3	-2.2	-8
CCOc1ccc(NC(=O)C(C)NC(=O)c2ccccc2Cl)cc1S(=O)(=O)N1CCCC1 (configuration not stated)	·	·	-3	·	-0.1	·	1	0.2	·
O=C(NCCc1ccccc1)c1cccc2c1C(=O)N(C1CCCCC1)C2	26	-5	-9	101	0.5	-7	9	-1.1	-15
Oc1ccc(Br)cc1-c1cc(-c2ccc(Cl)cc2)n[nH]1	-34	5	-5	110	3.2	-2	-9	-0.4	-7
CCCNC(=O)c1ccc2c(=O)c(O)c(-c3cccc(Br)c3)[nH]c2c1	·	3	-1	97	-0.2	·	-9	0.9	·
CC(=O)n1cc([C@H]2C=C(C(N)=O)O[C@@H](OCc3ccc(CO)cc3)C2)c2ccccc21	·	2	-2	102	17	·	-16	20*	·
CCOC(=O)/C=c1\s/c(=C\c2ccc(C#N)cc2)c(=O)n1CC(=O)NCc1ccco1	13	-1	0	93	0.7	-3	-4	0.6	3
COc1ccc(/C=N/NC(=O)c2cc(C34CC5CC(CC(C5)C3)C4)[nH]n2)cc1O	·	0	0	96	0.9	3	-17	-0.9	2
CCOC(=O)N1CCN(C(=O)CSc2nnc(Cn3c(=O)sc4ccccc43)n2C)CC1	-1	1	-2	93	0.4	-2	-2	0.1	-7
CCOc1ccc(C(C)=O)cc1CN1c2ccc(S(N)(=O)=O)cc2CC1C (configuration not stated)	22	10	-8	101	3.5	3	-9	1.6	10
COc1ccc(C2C(C(=O)N3CCN(c4ccccn4)CC3)CCC(=O)N2c2ccc(OC)cc2)cc1 (configuration not stated)	2	-4	2	98	0.8	0	3	-0.1	-5
CSc1ncc(Cl)c(C(=O)Nc2ccccc2C)n1	7	2	-5	104	-1.9	-12	-1	-2.4	-18
Cc1c(C(=O)NCc2ccco2)oc2c(Cl)cccc12	·	·	-6	·	-0.5	·	5	-2.0	·
COc1ccc(CCN(C)c2ccc(S(=O)(=O)N3CCCC3)cc2[N+](=O)[O-])cc1OC	24	7	-6	95	3.6	8	-1	0.0	-4
CCC(=O)C1CCCN(C(=O)c2ccc(OC)c(OC3CCN(C(C)=O)CC3)c2)C1 (configuration not stated)	9	3	4	100	0.1	3	3	0.3	-10
S=C(NCc1ccccn1)Nc1ccc(Cl)cc1	0	4	-3	107	1.3	-1	-4	0.0	4
CN1CCCN(C(=O)c2cccc(Br)c2)CC1	10	6	-10	111	0.8	-5	1	0.8	-18
CCOC(=O)C1(Cc2cccc(F)c2)CCN(CC(O)CO)CC1 (configuration not stated)	·	-1	0	101	-0.8	-4	-6	0.2	-10
CCC1Oc2ccccc2N(CC(=O)NCc2ccco2)C1=O (configuration not stated)	15	-5	-4	97	2.8	5	-10	-1.1	6
COc1ccccc1N1CCN(C(c2ccccn2)c2nnnn2C2CCCCC2)CC1 (configuration not stated)	0	5	-4	105	-1.2	-6	-4	0.1	7
O=C(O)c1ccc(NNC(=S)Nc2cc(C(F)(F)F)ccc2Cl)cc1	3	-6	-5	95	-0.9	35*	-7	-0.4	-9
O=C1C=C(c2ccc(F)nc2)C[C@@H](c2ccc3c(c2)OCO3)C1	·	·	-3	·	0.0	·	4	0.4	·
CC(C)c1c(C(=O)N/N=C/c2ccncc2)nnn1-c1nonc1N	-2	3	-11	103	3.4	6	-10	4.1	6
C/C=C/c1ccc(OCC(=O)OCc2csc(Nc3ccc(C)cc3)n2)c(OC)c1	30	3	-1	129	-0.3	-5	1	-1.9	-2
c1ccc(-n2c(Sc3cnccn3)nnc2-c2cccs2)cc1	6	4	-6	120	-0.1	-2	-2	0.2	-11
C=CCn1c(N)c(C(=O)Nc2cccc(C)c2)c2nc3ccccc3nc21	2	4	-4	115	-0.3	3	-8	1.7	-1
CCCCCC(=O)Nc1ccc(C(=O)N/N=C/c2ccc([N+](=O)[O-])cc2)cc1	21	2	1	99	1.9	3	-3	0.5	3
Cc1c(/C=N\NC(=O)c2ccc([N+](=O)[O-])cc2)cnn1C	28	-1	-4	99	0.6	1	-10	-1.0	-10
CSCCC(NC(=O)c1ccco1)C(=O)NCC1CCCCC1 (configuration not stated)	·	·	-7	·	-0.4	·	2	-0.4	·
O=C(C1CCCO1)N(Cc1ccccc1)c1ccccc1 (configuration not stated)	21	-1	-5	100	-0.5	-8	-4	-1.1	-16
COc1ccc(Br)cc1CNC(=O)c1ccc2c(c1)N(C)CCS2	17	-1	·	96	-0.4	0	-7	-1.8	-2
CCOc1ncccc1C(=O)OCC(=O)Nc1ccc(Cl)cn1	·	·	-1	·	-0.5	·	2	-0.3	·
Cc1ccc(-c2nc3ccccc3o2)cc1NC(=S)NC(=O)c1cccs1	15	9	-2	106	0.1	-14	-2	-0.9	-4
Fc1ccc(-n2c(-c3cc(C4CC4)[nH]n3)n[nH]c2=S)cc1Cl	·	1	3	101	-0.7	10	-4	-0.4	-17
CCOc1ccc(N2CC(C(=O)NCCC3=CCCCC3)CC2=O)cc1 (configuration not stated)	17	2	-2	102	0.5	-13	-1	0.1	-2
c1ccc(OCCSc2nnc3sc4ccccc4n23)cc1	-6	1	-5	102	-1.3	-7	-6	-1.9	-7
Cc1cc([N+](=O)[O-])nn1CC(=O)NC(C)c1ccccc1 (configuration not stated)	6	1	-9	106	0.9	-5	-4	-0.2	-7
COc1cccc(CNC(=O)C2CCC(CNc3c(N4CCC(C)CC4)c(=O)c3=O)CC2)c1 (configuration not stated)	·	-3	-2	101	-0.4	-1	-1	-0.1	-5
C/C(=C\c1ccccc1)C(=O)NC1CCSC1=O (configuration not stated)	5	4	-4	99	2.8	-7	-3	2.6	7
CN(C)c1ccc(C(C(=O)NC2CCCC2)N(C(=O)c2ccco2)C2CC2)cc1 (configuration not stated)	2	-2	-9	97	0.5	-2	-5	-0.9	1
CCc1nc(SCc2cc(Cl)ccc2OC)n[nH]1	13	2	-8	103	-2.0	-2	-11	-1.1	15
C=CCOc1ccc(/C=N/n2nnnc2N)cc1OC	·	·	6	·	-1.0	·	2	-0.1	·
O=C1Nc2ccc([N+](=O)[O-])cc2C1(O)N1CCCCC1 (configuration not stated)	17	5	-1	101	0.2	7	-2	-0.1	-10
COc1ccc(/C=C(/NC(=O)c2cccc([N+](=O)[O-])c2)C(=O)O)cc1OC	3	-1	0	99	0.8	-1	-9	0.7	-13
COc1cc(Cl)ccc1OCc1cc(C(=O)NCc2cc(C(C)C)no2)no1	14	7	-2	111	2.7	-7	-3	-1.9	-8
CCOC(=O)Cn1c(=O)n(Cc2ccco2)c(=O)c2ccc(C(=O)NCCc3ccccc3)cc21	19	1	-1	108	-0.9	-3	-13	-1.7	-14
O=C(NCC(=O)N1CCN(C(c2ccccc2)c2ccccc2)CC1)c1ccccc1F	14	-3	-9	95	-0.1	-6	6	-1.1	-1
O=C(CCNc1ccc(Br)cc1)c1cccc([N+](=O)[O-])c1	13	7	-3	103	0.4	-7	-1	0.2	-7
COC(=O)[C@]1(Cc2ccccc2)N[C@H](CN(C)C(=O)Nc2ccc(C(F)(F)F)cc2)[C@@H]2C(=O)N(C)C(=O)[C@@H]21	·	·	-5	·	0.4	·	-1	1.6	·
CCOC(=O)c1c(NC(=O)CSc2nc3cc(Cl)ccc3c(=O)n2Cc2ccco2)sc(C(=O)N(C)C)c1C	39	19	-3	103	-0.1	-2	-6	-0.3	-6
O=S(=O)(c1cccs1)n1cccn1	15	1	-7	106	0.3	-17	-11	-0.5	-5
CCOc1cc(C=C(C(=O)OC)C(=O)OC)ccc1OCc1ccc([N+](=O)[O-])cc1	33	4	9	106	5.5	-4	-18	14	3
CCN1CCN(C(=O)/C=C/c2ccc(F)cc2)CC1	·	·	0	·	0.1	·	-8	0.9	·
O=C(Nc1nc2ccc(Cl)cc2s1)c1ccc(N2CCCCC2)c([N+](=O)[O-])c1	15	5	2	102	-0.5	-2	-2	-1.2	-14
Cc1ccccc1OCC(=O)Nc1sc2c(c1C#N)CCC2	48	3	2	102	1.1	-8	0	-0.1	-5
O=C(NCC(c1ccco1)N1CCc2ccccc2C1)c1cccc(Br)c1 (configuration not stated)	·	·	-1	·	-0.6	·	-3	-1.4	·
O=C1NCCCN1Cc1ccc(F)cc1	13	3	-6	106	-0.2	5	-2	0.8	-6
Cn1cnnc1SC1c2cccc3cccc(c23)C1NS(=O)(=O)c1ccc(Cl)cc1 (configuration not stated)	5	-2	1	95	2.4	2	-13	0.1	-7
Nc1sc2c(c1C(=O)NC1CCS(=O)(=O)C1)CCCC2 (configuration not stated)	·	1	5	102	-0.4	23	-6	-0.7	-8
CC(=O)c1ccc(Sc2nnc(C)s2)c([N+](=O)[O-])c1	-12	-5	0	102	0.6	0	0	0.8	0

Continuation:
SMILES	NALP1 yeast inh	MEKK2 mut-MEK5	GalR3 antag	MEKK2 WT-MEK5	V1aR counter	M18AAP inhibitor	OXTR potentiator	OXTR ag	GPR7 antagonist
Cc1ccc(NC(=O)c2ccc(Cl)c(N3C(=O)CCC3=O)c2)cc1	-5	3	4	105	-1.2	-4	-5	0.2	-9
CCN(CC1CCCO1)C(=O)CCc1nnc(CCc2ccccc2OC)o1 (configuration not stated)	0	4	-2	101	1.4	5	-4	-1.3	0
O=C(OCCN1C(=O)c2ccccc2C1=O)Oc1ccccc1	-62	-7	1	96	0.2	4	-6	-0.7	-2
C#CCn1c(S(=O)(=O)Cc2ccccc2Cl)nc(-c2ccccc2)c1-c1ccccc1	36	-1	-5	95	-0.8	-2	-4	-1.2	-1
COc1ccccc1C(=O)NCc1n[nH]c(=S)n1Cc1ccccc1	-41	-4	-2	96	1.1	16	-17	2.6	-5
CCCOc1ccc(C2C3=C(Nc4nc(N)[nH]c(=O)c42)c2ccccc2C3=O)cc1 (configuration not stated)	·	1	-5	95	-1.3	2	0	0.1	-18

M18AAP inhibitor, hit marks shown above.
Compound	NALP1 yeast inh	MEKK2 mut-MEK5	GalR3 antag	MEKK2 WT-MEK5	M18AAP inhibitor	OXTR potentiator	GPR7 antagonist
O=C(O)c1ccc(NNC(=S)Nc2cc(C(F)(F)F)ccc2Cl)cc1	3	-6	-5	95	35*	-7	-9

Entries listed so far that contain a COOH group, in the order listed:
SMILES	NALP1 yeast inh	MEKK2 mut-MEK5	GalR3 antag	MEKK2 WT-MEK5	V1aR counter	M18AAP inhibitor	OXTR potentiator	OXTR ag	GPR7 antagonist
O=C(O)c1ccc(NNC(=S)Nc2cc(C(F)(F)F)ccc2Cl)cc1	3	-6	-5	95	-0.9	35*	-7	-0.4	-9
COc1ccc(/C=C(/NC(=O)c2cccc([N+](=O)[O-])c2)C(=O)O)cc1OC	3	-1	0	99	0.8	-1	-9	0.7	-13
